Assay outcomes: PubChem BioAssay, Broad Institute
Pf Dd2 inh: P. falciparum Dd2 growth inhibitors, primary screen, SYBR Green fluorescence, single dose replicates | 72 h; stronger effect = lower value | activity change, % at 10 µM | 94,000 tested, 2.3% active | AID 1159554, 2015; in the data active = activity change below about -80%; inconclusive = no clear call, values can overlap the other calls
T cruzi growth: T. cruzi intracellular proliferation inhibitors, primary screen, cell-based, beta-gal Tulahuen parasites, NIH3T3 host, luminescence | 77,000 tested, 5.9% active | AID 624255, 2012 | inhibition, % at 8.34 µM | T. cruzi beta-gal in NIH3T3, GalScreen luminescence, 90 h;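 active = mean inhibition above about 93%, with at least 55% of replicates each passing it, limit read from the data, passing the limit was not always enough; inconclusive = only one of those two conditions holds; inactive = neither condition holds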
C diff HTS: C. difficile growth inhibitors, primary screen, HTS | Clostridium difficile clinical isolate growth, OD600, 24 h; stronger effect = lower value | growth activity, negative = inhibition, % at 16 µg/mL (by protocol) | 86,000 tested, 0.25% active;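 active = mean growth activity at or below -80% and every replicate also at or below -80%; inconclusive = mean at or below -80% but some replicate above -80%; inactive = mean growth activity above -80%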;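 note: 0% = DMSO wells and -100% = levofloxacin 16 µg/mL wells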
KDM4C inh: inhibitors of GASC-1 (KDM4C) histone demethylase, primary screen, biochemical, single concentration HTS; Lysine-specific demethylase 4C (Homo sapiens), Q9H3R0; GST-KDM4C 2-372, H3K9me3 peptide, LANCE TR-FRET; inhibition, % at 12.5 µM; 96,000 tested, 0.15% active;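 active = mean replicate inhibition above about 25%, with at least 55% of replicates also reaching it, limit read from the data, passing the limit was not always enough; inconclusive = only one of those two conditions met; inactive = neither condition met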
Target sequence (Q9H3R0 2-372 limits assumed): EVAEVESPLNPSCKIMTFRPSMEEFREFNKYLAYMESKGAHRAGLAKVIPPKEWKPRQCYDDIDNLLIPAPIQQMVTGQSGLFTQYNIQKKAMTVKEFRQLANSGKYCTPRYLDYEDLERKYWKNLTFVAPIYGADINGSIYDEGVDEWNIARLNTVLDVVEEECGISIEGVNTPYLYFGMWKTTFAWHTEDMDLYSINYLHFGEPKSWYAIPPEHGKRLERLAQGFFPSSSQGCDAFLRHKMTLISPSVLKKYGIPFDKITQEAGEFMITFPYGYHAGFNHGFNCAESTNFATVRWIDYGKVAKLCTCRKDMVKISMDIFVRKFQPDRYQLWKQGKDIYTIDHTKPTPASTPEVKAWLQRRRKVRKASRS
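Material: N-terminal GST-fused human GASC-1 (KDM4C) fragment, residues 2-372. Input: 10 nM enzyme. Incubation: enzyme reaction 30 min, then detection 60 min, both room temperature. Doses: one test concentration per compound. Read-out basis: inhibition from TR-FRET ratio decrease. Detection: LANCE TR-FRET, excitation 340 nm, emissions 618 and 671 nm.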
* = called active by the depositor; ? = inconclusive; nt = no result given; & = joins results of further samples.

Values run as follows: Pf Dd2 inh | T cruzi growth | C diff HTS | KDM4C inh
1	Cc1ccc(S(=O)(=O)Nc2ccc3c(c2)CC(=O)N([C@H](C)CO)C[C@H](C)[C@@H](CN(C)S(=O)(=O)c2ccccc2)O3)cc1
→ -39 | 68 | -15 | -2.9
2	Cc1ccc(S(=O)(=O)N2C[C@@H]3N[C@H](C2)C3c2ccc(-c3ccc(C(=O)N(C)C)cc3)cc2)cc1 (some centres undefined)
→ -5 | nt | -3 | -0.6
3	C[C@H](CO)N1C[C@H](C)[C@H](CN(C)C(=O)NC2CCCCC2)Oc2ncc(C#CC(C)(C)O)cc2C1=O
→ 34 | 37 | 4 | 0.5
4	O=C(Cc1ccccn1)NCC[C@H]1CC[C@@H](NC(=O)c2ccccc2F)[C@H](CO)O1
→ 5 | -20 | nt | 1.9
5	CCCNC(=O)C[C@@H]1CC[C@H]2[C@H](COc3ccc(NC(=O)c4ccc5c(c4)OCO5)cc3C(=O)N2C)O1
→ -9 | -8 | 5 | -0.6
6	C[C@@H]1CN([C@@H](C)CO)C(=O)c2cc(C#CC3CCCC3)cnc2O[C@@H]1CN(C)C(=O)c1ccncc1
→ 8 | nt | -5 | 0.4
7	CCC(=O)N[C@H]1CC[C@H](CCNS(=O)(=O)c2ccc(Cl)cc2)O[C@@H]1CO
→ 1 | nt | -2 | 0.2
8	N#C[C@H]1[C@H](c2ccc(C#CC3CCCC3)cc2)[C@@H](CO)N1S(=O)(=O)c1ccccc1
→ -53 | 100* | 8 | -2.3
9	C[C@H](CO)N1C[C@H](C)[C@H](CN(C)C(=O)Nc2cccc3ccccc23)Oc2c(NC(=O)c3ccncc3)cccc2C1=O
→ 16 | 76 | 4 | 0.5
10	COCC(=O)N1CC(=O)N2[C@H](CO)[C@H](c3ccc(C#CCc4ccccc4)cc3)[C@H]2C1
→ -41 | nt | -6 | 2.1
11	CC(C)C#Cc1ccc2c(c1)O[C@H](CN(C)C(=O)NC(C)C)[C@@H](C)CN([C@H](C)CO)S2(=O)=O
→ -10 | 81 | 3 | 0.9
12	COc1ccccc1S(=O)(=O)N[C@@H]1C=C[C@H](CC(=O)N2CCOCC2)O[C@H]1CO
→ 12 | -9 | -3 | 3.2
13	COc1cc(CN2CC3(CCN(C(=O)Nc4cccc(F)c4)CC3)c3c(n(C)c4cc(OC)ccc34)[C@@H]2CO)cc(OC)c1
→ -72 | nt | 3 | -0.1
14	O=C(C[C@@H]1C[C@@H]2c3cc(NC(=O)Cc4ccncc4)ccc3O[C@@H]2[C@@H](CO)O1)NCc1ccccn1
→ 21 | -30 | nt | 0.1
15	O=C(C[C@@H]1CC[C@@H]2[C@H](COC[C@H](O)CN2S(=O)(=O)c2ccccc2)O1)N[C@H]1CCN(Cc2ccccc2)C1
→ 1 | -10 | -3 | 1.1
16	Cc1noc(C)c1S(=O)(=O)N(C)C[C@@H]1Oc2ccc(NS(=O)(=O)c3ccc(Cl)cc3)cc2CC(=O)N([C@H](C)CO)C[C@H]1C
→ -5 | 9 | -7 | 1.3
17	C[C@@H]1CN([C@@H](C)CO)C(=O)c2cccc(NC(=O)Nc3ccc(F)cc3)c2O[C@H]1CN(C)Cc1ccc(-c2ccccc2)cc1
→ -10 | -60 | -6 | 0.7
18	Cc1ccc(S(=O)(=O)N(C)C[C@@H]2Oc3c(NC(=O)CCCCCC(=O)Nc4ccccc4N)cccc3C(=O)N([C@@H](C)CO)C[C@@H]2C)cc1
→ ? | nt | -1 | 1.2
19	CC(C)NC(=O)Nc1ccc2c(c1)C(=O)N([C@@H](C)CO)C[C@H](C)[C@H](CN(C)C(=O)NC1CCCCC1)O2
→ 11 | 2 | 0 | 1.1
20	C[C@@H]1CN([C@@H](C)CO)C(=O)c2cc(/C=C/c3ccccc3)cnc2O[C@H]1CN(C)Cc1cccc(C(=O)O)c1
→ 3 | -15 | -5 | -0.7
21	COCC(=O)N1CC[C@@H]2[C@@H](CO)Nc3ccc(C#Cc4ccccc4)cc3[C@@H]21
→ 25 | 63 | 11 | -0.2
22	CN1CCN(C(=O)C[C@@H]2C[C@H]3c4cc(NC(=O)Nc5ccccc5)ccc4O[C@H]3[C@@H](CO)O2)CC1
→ -7 | -22 | 5 | 0.7
23	CO[C@@H]1CN(C)C(=O)c2cc(NC(=O)Nc3cc(F)ccc3F)ccc2OC[C@@H](C)N(C)C[C@H]1C
→ -37 | 2 | nt | 1.9
24	C[C@@H]1CCCCO[C@H](CN(C)Cc2ccc(C(=O)O)cc2)[C@@H](C)CN([C@H](C)CO)C(=O)c2cc(NC(=O)c3ccccc3)ccc2O1
→ -6 | 34 | 2 | 0.7
25	CCN1[C@H](C(=O)Nc2nccs2)[C@@H](CO)[C@@H]2Cn3c(ccc(/C=C/c4ccccc4)c3=O)[C@@H]21
→ -27 | nt | 11 | 2.3
26	CN1C(=O)c2cc(NC(=O)Nc3ccccc3)ccc2OC[C@H]2O[C@H](CC(=O)O)CC[C@@H]21
→ nt | -22 | -6 | -1.8
27	C[C@@H]1CN([C@@H](C)CO)C(=O)Cc2cc(NC(=O)c3ccncc3)ccc2O[C@H]1CN(C)Cc1ccc(Cl)c(Cl)c1
→ -48 | 54 | 24 | 2.6
28	CC(C)CC#Cc1ccc2c(c1)O[C@@H](CN(C)C)[C@@H](C)CN([C@H](C)CO)S2(=O)=O
→ -53 | 17 | 12 | 0.0
29	COC(=O)[C@@H]1[C@@H](CO)[C@@H]2Cn3c(ccc(C4=CCCCC4)c3=O)[C@@H]2N1C(=O)C1CCC1
→ -3 | -4 | 6 | 1.7
30	O=C(NCC[C@@H]1CC[C@@H](NS(=O)(=O)c2ccc(Oc3ccccc3)cc2)[C@@H](CO)O1)C1CC1
→ -12 | 14 | -3 | 4.3
31	O=C(C[C@H]1CC[C@@H]2[C@H](COC[C@H](O)CN2Cc2nccs2)O1)NCc1ccccc1Cl
→ 29 | -49 | 0&-2 | -0.1
32	C[C@@H]1CCCCO[C@@H](CN(C)S(=O)(=O)c2ccc(F)cc2)[C@@H](C)CN([C@H](C)CO)C(=O)c2cc(NS(=O)(=O)c3ccccc3)ccc2O1
→ -7 | -5 | -3 | -1.8
33	O=C(C[C@@H]1C=C[C@@H](NS(=O)(=O)c2ccc(F)cc2)[C@@H](CO)O1)NCc1ccncn1
→ 16 | -18 | nt | 1.7
34	C[C@H](CO)N1C[C@H](C)[C@@H](CN(C)Cc2ccccc2)Oc2cc(-c3cncnc3)ccc2S1(=O)=O
→ -6 | 113* | -4 | 1.2
35	CC(=O)N1CC2(C1)[C@@H](c1ccccc1)[C@@H](CO)N2C(=O)c1ccncc1
→ 56 | nt | 1 | 1.1
36	COc1ccc(S(=O)(=O)N[C@@H]2CC[C@H](CC(=O)N3CCC(Cc4ccccc4)CC3)O[C@@H]2CO)cc1
→ -3 | -27 | -1 | 2.3
37	C[C@@H]1CN([C@H](C)CO)C(=O)c2cc(NS(=O)(=O)c3ccc(F)cc3)ccc2O[C@@H](C)CCCCO[C@@H]1CN(C)C
→ -23 | 68 | -2 | 2.2
38	Cc1ccc(S(=O)(=O)N(C)C[C@H]2Oc3ccc(NC(=O)Nc4ccccc4)cc3C(=O)N([C@H](C)CO)C[C@@H]2C)cc1
→ -42 | nt | -8 | -2.1
39	CO[C@@H]1CN(C)C(=O)c2cc(NC(C)=O)ccc2OC[C@H](C)N(Cc2nccs2)C[C@@H]1C
→ 0 | -49 | -1 | -1.4
40	C[C@H]1CN([C@@H](C)CO)S(=O)(=O)c2ccc(Br)cc2O[C@H]1CN(C)C(=O)c1cccc(F)c1
→ 33 | nt | 4 | -1.7
41	COc1ccc(CN(C)C[C@@H]2OCCCC[C@@H](C)Oc3ccc(NC(=O)Nc4c(C)noc4C)cc3C(=O)N([C@@H](C)CO)C[C@@H]2C)cc1
→ -23 | -2 | 6 | 1.0
42	CCNC(=O)Nc1ccc2c(c1)C(=O)N(C)[C@H]1CC[C@H](CC(=O)Nc3ccc(C)cc3)O[C@@H]1CO2
→ -14 | 7 | -1 | 0.6
43	C[C@@H]1CCCCO[C@@H](CN(C)C(=O)Nc2cccc3ccccc23)[C@@H](C)CN([C@H](C)CO)C(=O)c2cc(NS(=O)(=O)c3cn(C)cn3)ccc2O1
→ 18 | -18 | -4 | -5.1
44	O=C(O)C[C@@H]1C=C[C@H](NC(=O)Nc2ccccc2)[C@@H](CO)O1
→ 27 | 18 | 3 | -1.5
45	C[C@@H]1CN([C@@H](C)CO)C(=O)c2cccc(NC(=O)C3CCOCC3)c2O[C@H]1CN(C)Cc1ccc(Cl)c(Cl)c1
→ 9 | 6 | 5 | nt
46	COc1ccc(NC(=O)Nc2ccc3c(c2)C(=O)N([C@@H](C)CO)C[C@@H](C)[C@H](CN(C)S(=O)(=O)c2ccccc2)OCCCC[C@@H](C)O3)cc1
→ -40 | -17 | -8 | -0.2
47	C[C@H]1CN([C@@H](C)CO)S(=O)(=O)c2ccc(C#CCN(C)C)cc2O[C@H]1CN(C)C(=O)CN(C)C
→ 29 | -25 | 4 | 6.2
48	COc1ccc(CN(C)C[C@@H]2Oc3ccc(NC(=O)Nc4ccc(F)cc4)cc3C(=O)N([C@H](C)CO)C[C@@H]2C)cc1
→ 3 | nt | 7&3 | 1.6
49	Cc1ccc(S(=O)(=O)Nc2ccc3c(c2)C(=O)N([C@@H](C)CO)C[C@@H](C)[C@H](CN(C)C(=O)Nc2ccccc2)O3)cc1
→ 3 | 7 | -1 | -0.5
50	COc1ccc(S(=O)(=O)N(C)C[C@H]2Oc3ccc(N(C)C)cc3CC(=O)N([C@@H](C)CO)C[C@H]2C)cc1
→ -12 | 15 | 9 | 11
51	C[C@H](CO)N1C[C@H](C)[C@@H](CN(C)C(=O)Cc2cccnc2)Oc2cc(C#CC3(O)CCCC3)ccc2S1(=O)=O
→ 5 | 14 | -5 | 5.0
52	COc1ccc(S(=O)(=O)Nc2ccc3c(c2)C(=O)N([C@H](C)CO)C[C@H](C)[C@H](CN(C)C(=O)Nc2ccc4c(c2)OCO4)O3)cc1
→ -1 | 3 | 6 | -0.4
53	O=C(NCC[C@@H]1CC[C@@H](NC(=O)C2CC2)[C@@H](CO)O1)Nc1ccc(Cl)cc1
→ nt | nt | -4 | 0.5
54	C[C@H]1CCCCO[C@@H](CN(C)S(=O)(=O)c2ccc(F)cc2)[C@@H](C)CN([C@@H](C)CO)C(=O)c2cc(NS(=O)(=O)c3ccc(Cl)cc3)ccc2O1
→ -69 | 100* | -5 | 0.2
55	CN(C)CC(=O)N[C@H]1CC[C@H](CCn2cc(CN(C)C)nn2)O[C@H]1CO
→ 1 | 60 | -39 | 92*
56	CNC(=O)C[C@H]1CC[C@@H]2[C@H](COc3ccc(NC(=O)c4ccccc4Cl)cc3C(=O)N2C)O1
→ -3 | 1 | 0 | 0.5
57	CO[C@@H](CN(C)S(=O)(=O)c1cccc(Cl)c1)[C@H](C)CN(C(=O)Nc1ccccc1F)[C@@H](C)CO
→ 0 | 28 | nt | -0.7
58	COC(=O)C[C@@H]1CC[C@H]2[C@H](COc3ccc(NS(C)(=O)=O)cc3C(=O)N2C)O1
→ 6 | 9 | -2 | 1.1
59	CCCN1[C@@H]2c3ccc(-c4ccc(F)cc4)c(=O)n3C[C@H]1[C@H](CO)[C@H]2C(=O)NCCc1cn(C)cn1
→ -4 | 18 | 2 | 0.1
60	O=C(C[C@H]1CC[C@H]2[C@@H](COC[C@@H](O)CN2Cc2ccc(C(F)(F)F)cc2)O1)NCCc1ccccc1
→ 12 | nt | 3&-21 | 1.5
61	CNC[C@H]1Oc2c(NS(=O)(=O)c3ccc(F)cc3)cccc2C(=O)N([C@H](C)CO)C[C@@H]1C
→ 42 | 14 | 5 | -1.0
62	C/C=C/c1ccc2c(c1)O[C@H](CN(C)C(=O)C1CC1)[C@@H](C)CN([C@H](C)CO)S2(=O)=O
→ 17 | -68 | -3 | 2.5
63	C[C@H](CO)N1C[C@H](C)[C@H](CN(C)C(=O)CN2CCOCC2)Oc2ncc(-c3ccncc3)cc2C1=O
→ 39 | nt | -2 | 1.0
